D1 PAM = human D1 dopamine receptor positive modulation; potentiation, % at 10 µM; AID 504651; hit rate 0.036% among 360,000; HEK293 TREx D1 cells, calcium flux, dopamine EC20 potentiation; in the data active = potentiation above about 30%; also: 0% is about no effect
TRHR PAM = allosteric enhancers of human TRH receptor; hit rate 0.66% among 360,000; P34981; TRHR cells, fluo-8 calcium fluorescence, EC20 TRH enhancement; AID 493056; enhancement, % at 2 µM; in the data active = enhancement above about 30%; also: 0% is about no effect
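TRHR-expressing cells loaded with fluo-8 calcium dye were read kinetically (ex 480/em 530) during compound addition, then stimulated with an EC20 of TRH (10 nM final). Enhancement of the Gq-mediated intracellular calcium response was scored.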
Apoferritin bind = binds horse apoferritin like a general anesthetic; P02791; apoferritin/1-aminoanthracene competitive binding, fluorescence; Potency, µM (titrated, usually from 77.5 µM), for inactives: at the top dose activity change, negative = displacement, usual class: inhibitors; hit rate 0.074% among 350,000; AID 485281; also: potency is read from the fitted curve at half-maximal effect; % is scaled to controls: 0 for no effect and ±100 for the full control effect; nearly all actives have a fitted effect of over 20% in size
Target sequence (P02791 2-175 limits assumed): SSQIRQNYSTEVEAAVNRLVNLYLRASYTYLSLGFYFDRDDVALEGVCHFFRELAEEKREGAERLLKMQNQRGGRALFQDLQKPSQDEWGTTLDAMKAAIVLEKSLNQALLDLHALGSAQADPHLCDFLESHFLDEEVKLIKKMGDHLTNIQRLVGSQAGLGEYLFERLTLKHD
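Apoferritin-based anesthetic binding model; compound displacement of fluorescent 1-AMA measured as endpoint fluorescence after 10 minutes at room temperature, scaled to free-ligand and complex controls.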
D1 agonist = agonists of human D1 dopamine receptor | hit rate 1% among 360,000 | AID 504660 | P21728 | HEK293 T-REx D1 cells, calcium flux, agonist mode | activation, % at 2 µM; in the data active = activation above about 30%; also: 0% is about no effect
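Inducible HEK293 T-REx D1 cells, force-coupled to calcium signalling, were plated at 4000 cells/well with tetracycline and held overnight at 30 C. After no-wash calcium dye loading, compound-evoked calcium rise over 180 s flagged agonists.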
D2 potentiator = positive allosteric modulators of human D2 dopamine receptor; P14416; potentiation, % at 10 µM; hit rate 0.34% among 340,000; HEK293 T-REx D2, calcium flux, EC20 dopamine potentiation;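 active = potentiation over 3 SD above the plate norm, cut at about 30% in these data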; also: 0% is about no effect
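Tetracycline-induced HEK293 T-REx cells force-coupled to calcium signalling expressed D2; compounds were pin-added after a 10 s baseline, read kinetically 180 s, then an EC20 dopamine challenge followed with a further 180 s calcium read.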
RXFP1 ag = RXFP1 (human) receptor agonism; Q9HBX9; HEK293T-RXFP1 cAMP TR-FRET, 30 min; response scale: percent of porcine relaxin response, buffer zero; Potency, µM (titrated, usually from 57.5 µM), for the others: top-dose activation, usual class: activators; hit rate 0.3% among 370,000; AID 2676; also: potency is read from the fitted curve at half-maximal effect; % is scaled to controls: 0 for no effect and ±100 for the full control effect; nearly all actives have a fitted effect of over 60% in size; many of its hits are not listed in these tables
Target sequence (Q9HBX9 whole entry, looked up): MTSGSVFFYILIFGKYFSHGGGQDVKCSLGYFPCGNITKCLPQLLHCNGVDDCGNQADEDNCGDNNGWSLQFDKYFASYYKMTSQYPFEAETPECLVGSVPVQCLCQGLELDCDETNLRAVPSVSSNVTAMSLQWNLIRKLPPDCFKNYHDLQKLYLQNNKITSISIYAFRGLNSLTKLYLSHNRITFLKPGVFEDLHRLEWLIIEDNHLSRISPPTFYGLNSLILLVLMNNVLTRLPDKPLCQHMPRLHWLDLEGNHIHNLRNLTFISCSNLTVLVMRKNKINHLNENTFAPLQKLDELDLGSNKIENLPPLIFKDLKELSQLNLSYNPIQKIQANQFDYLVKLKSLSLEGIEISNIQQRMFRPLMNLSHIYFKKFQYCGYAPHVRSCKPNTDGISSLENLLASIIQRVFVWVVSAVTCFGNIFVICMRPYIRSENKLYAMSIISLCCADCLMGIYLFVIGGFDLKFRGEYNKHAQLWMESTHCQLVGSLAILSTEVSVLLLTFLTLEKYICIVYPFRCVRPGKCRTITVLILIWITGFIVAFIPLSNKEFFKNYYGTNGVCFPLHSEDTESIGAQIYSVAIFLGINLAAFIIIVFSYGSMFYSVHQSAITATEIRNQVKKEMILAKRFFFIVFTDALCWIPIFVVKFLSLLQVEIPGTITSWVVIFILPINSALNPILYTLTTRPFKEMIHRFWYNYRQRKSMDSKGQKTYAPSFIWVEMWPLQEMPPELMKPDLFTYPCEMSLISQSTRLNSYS
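HEK293 cells stably expressing RXFP1, treated 30 min at 37C with compounds plus PDE4 inhibitor Ro 20174; cAMP measured by HTRF TR-FRET. Normalized to buffer and 29 nM porcine relaxin; EC50 by Hill fit.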
D1 antagonist = antagonists of human D1 dopamine receptor; HEK293 TREx D1 cells, calcium flux, dopamine EC80; hits give low values; activity change, negative = inhibition, % at 10 µM; hit rate 3.2% among 360,000; AID 504652; in the data active = activity change below about -30%; also: % is scaled to controls: 0 for no effect and ±100 for the full control effect
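After overnight tetracycline induction at 30 C, force-coupled D1 HEK293 cells took up a no-wash calcium dye at room temperature. Compounds were added and monitored 180 s, and the response to EC80 dopamine was then recorded.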
TRHR ag = agonists of human TRH receptor. P34981. TRHR cells, calcium flux fluo-8, FDSS agonist mode. activation, % at 2 µM. hit rate 0.18% among 360,000. AID 493084; in the data active = activation above about 30%; also: 0% is about no effect
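Agonist-mode FDSS calcium read (Ex 480/Em 530, 1 s cycles) in 1536-well TRHR cells with fluo-8 dye, after 10-cycle baseline and 23 nL compound addition; TRH at EC20 (10 nM final) added afterwards for the enhancer phase.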
RXFP1 antagonist = blocks the human relaxin receptor RXFP1. Q9HBX9. HEK293-RXFP1, relaxin-stimulated cAMP HTRF, 30 min; hits give low values. activity change, negative = inhibition, % at 57.5 µM. hit rate 0.59% among 350,000;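 active = activity change of -60% or lower, but not beyond a set lower limit; inconclusive = change between -60% and -40%, or beyond the set limit; inactive = change above -40%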; also: % is scaled to controls: 0 for no effect and ±100 for the full control effect
The depositor's hits bear a star; ? = inconclusive; nt = not tested or not shown; & = joins results of further samples; [ ] = dose if it differs, or a comment. Unless noted, calls follow the shape of the dose curve; as a rule, active = well fitted curve in the direction sought with a large enough effect; inconclusive = small, poorly fitted or top-dose-only effect, or another doubt; inactive = no such curve, though single readings can be large; an effect the other way counts as inactive or inconclusive. Only part of the results is shown; the hit share may differ from the screen's.

nr	compound	D1 PAM	D1 antagonist	D2 potentiator	D1 agonist	RXFP1 ag	TRHR ag	Apoferritin bind	TRHR PAM	RXFP1 antagonist
1	CN1CCN(C(=O)CCCN2C(=O)/C(=C/c3ccccc3)SC2=S)CC1	-14	-30	nt	7	-1.8%	0.6	-14%	2	12
2	COc1ccc(F)cc1C1=CC(=O)C[C@H](c2ccc3c(c2)OCO3)C1	0	nt	0	4	-0.6%	-0.6	nt	-5	nt
3	Nc1nnnn1/N=C/C=C/c1ccccc1	-3	3	-2	1	-0.7%	-0.2	-18%	-3	-2
4	COc1cc(OC)c(OC)cc1CNC(=O)c1ccc(S(=O)(=O)N2CC(C)OC(C)C2)cc1 (stereo not given)	-3	4	12	0	2.6%	-0.5	nt	-9	-8
5	Cn1ccnc1C(O)(c1nnc(-c2ccccc2)o1)C(F)(F)F (stereo not given)	-4	5	9	2	0.3%	1.6	-10%	-1	-6
6	Cn1cnc2c(=O)[nH]cc([N+](=O)[O-])c21	-2	16	1	1	14%	0.6	0%	6	-4
7	Cc1ccc(S(=O)(=O)N2CCCC2C(=O)OCc2ccco2)cc1 (stereo not given)	5	-18	3	2	0.9%	-0.5	3%	2	8
8	COC(=O)c1ccccc1NC(=S)NC(=O)c1ccc2ccccc2c1	4	6	8	0	-0.5%	-1.0	-14%	18	5
9	CCOc1ccccc1NC(=O)Cn1[nH]c(=O)c2ccccc2c1=O	-1	2	7	3	4.0%	-0.1	-5%	3	nt
10	Cc1cc(C(=O)COC(=O)CNC(=O)c2ccc(F)cc2)c(C)n1Cc1ccco1	0	-9	-7	5	-0.6%	0.0	-10%	1	-7
11	COC(=O)c1c(-c2ccccc2OC)sc2ccccc12	-1	nt	-3	4	3.5%	0.1	nt	5	nt
12	CSc1nc(C)c2cc(C)oc2n1	10	7	nt	1	-1.6%	0.5	-14%	4	-1
13	C=CCn1c(SCC(=O)c2ccc(O)c(O)c2)nnc1-c1ccc(C)cc1	-3	nt	6	-1	0.9%	-0.6	nt	-6	nt
14	O=C(NC1CCN(Cc2ccccc2)CC1)c1ccc(S(=O)(=O)NCc2ccco2)cc1	-8	2	-15	8	0.5%	-0.2	-10%	1	2
15	COc1ccccc1CNC(=O)CCC(=O)N1CC(C)Sc2ccccc21 (stereo not given)	-1&-3	2&1	-7&1	5&0	2.3%&-1.2%	-0.4&0.1	-17%&50%	-1&-2	8&2
16	CCN(CC)CCCNC(=O)C1CCCN(c2nnc(N3CCCC3=O)s2)C1 (stereo not given)	-4	0	1	1	1.6%	-0.1	-16%	1	-2
17	CCc1ccc(C2=NN(CCC(=O)NCCc3ccc(OC)c(OC)c3)C(=O)CC2)cc1	-4	-17	-17	0	0.9%	-0.9	1%	-4	-4
18	NC(=O)c1cc(S(=O)(=O)NCCc2ccc(S(N)(=O)=O)cc2)cs1	0	-6	4	2	0.0%	0.7	20%	-2	3
19	O=C(COCc1cc(-c2ccc(F)cc2)on1)Nc1cccc(Cl)c1Cl	0	4	nt	11	4.5%	1.7	19%	1	-34
20	COc1ccc(N2C(=O)CC(N(CCc3ccccc3)C(=O)c3ccccc3)C2=O)cc1 (stereo not given)	5	-2	7	6	0.8%	-0.7	-19%	-6	-5
21	O=C(c1cc(C2CC2)nn1-c1ccccc1)N1CCN(c2ncc(C(F)(F)F)cc2Cl)CC1	-3	-18	-2	1	-1.3%	0.7	nt	6	1
22	O=S(=O)(c1cccc(C(F)(F)F)c1)N1CCN(C(=S)NCc2ccco2)CC1	-6	-13	4	5	0.5%	0.9	-15%	-5	12
23	COc1cc(/C=N\NC(=O)c2cccnc2)ccc1OC(=O)c1ccccc1Cl	-2	-7	0	4	-2.6%	-0.1	-10%	-4	-9
24	Cc1ccc(CNC(=O)c2ccccc2NC(=O)C2=CSCCO2)cc1	-2	18	-6	6	0.0%	0.6	-7%	-3	-3
25	Cc1cccc2nc(CSC(=N)N)c(Br)n12	-8	-11	-8	1	4.5%	0.1	-12%	0	1
26	Cc1cc(C)cc(C(=O)NCC(=O)N2CCC3(CC2)NCCc2[nH]cnc23)c1	-3	-2	-6	4	1.0%	0.2	-5%	1	11
27	CC(=O)C1=C(O)C(=O)N(Cc2cccnc2)C1c1ccc(O)cc1 (stereo not given)	-6	-20	-1	1	2.0%	0.1	-2%	3	12
28	O=C(NCCCN1CCOCC1)c1ccc2c(c1)N(Cc1ccccc1)C(=O)c1ccccc1S2	0&2	9&-11	6&10	4&1	0.4%&6.5%	0.1&-0.1	-4%&4%	-3&6	-27&-30
29	O=C(CNC(=O)c1ccc(Br)o1)NC12CC3CC(CC(C3)C1)C2	3	6	-1	1	-1.5%	0.0	?	-4	7
30	Cc1ccc(Cn2ccn(Cc3ccccc3C)c(=O)c2=O)cc1	-2	-3	-2	0	0.0%	-0.3	-18%	8	-5

Five of the entries above in order of their number in D1 agonist, highest first:
entry	SMILES	D1 agonist
20	COc1ccc(N2C(=O)CC(N(CCc3ccccc3)C(=O)c3ccccc3)C2=O)cc1 (stereo not given)	6
26	Cc1cc(C)cc(C(=O)NCC(=O)N2CCC3(CC2)NCCc2[nH]cnc23)c1	4
5	Cn1ccnc1C(O)(c1nnc(-c2ccccc2)o1)C(F)(F)F (stereo not given)	2
29	O=C(CNC(=O)c1ccc(Br)o1)NC12CC3CC(CC(C3)C1)C2	1
8	COC(=O)c1ccccc1NC(=S)NC(=O)c1ccc2ccccc2c1	0

Next records follow.
nr	compound	D1 PAM	D1 antagonist	D2 potentiator	D1 agonist	RXFP1 ag	TRHR ag	Apoferritin bind	TRHR PAM	RXFP1 antagonist
31	Cn1c(=O)c2c(nc(SCc3ccccc3)n2Cc2ccc(Cl)cc2)n(C)c1=O	-5	-9	7	-1	0.6%	0.5	-1%	15	-7
32	Cc1ccc(C(=O)O)cc1NC(=S)NCCc1ccccc1	7	8	10	-1	0.6%	0.9	-4%	6	3
33	Cc1ccc(-c2cc(-c3ccc(Cl)cc3)c(C#N)c(N)n2)o1	-4	0	1	4	-0.1%	-0.2	1%	1	-1
34	Cc1cc(NS(=O)(=O)c2ccc(NC(=O)C(C)Oc3ccc4c(C)cc(=O)oc4c3)cc2)no1 (stereo not given)	6	3	12	0	3.4%	0.3	-4%	0	7
35	N#Cc1cc(Oc2cccnc2)c(Oc2cccnc2)cc1C#N	2	4	0	2	4.2%	0.5	-13%	0	13
36	Cc1ccc(S(=O)(=O)N(Cc2ccccc2)c2ccccc2C(=O)NCc2ccco2)cc1	-7	-11	-15	7	-0.3%	-0.2	-3%	-8	-10
37	CCOC(=O)C1CCCN(C(=O)C2CCCN(S(C)(=O)=O)C2)C1 (stereo not given)	-3	-8	2	1	-0.1%	0.5	6%	1	30
38	CCn1c2ccccc2c2nnc(N3CCN(c4ccc(OC)cc4)CC3)nc21	0	2	12	-1	5.2%	0.2	7%	-5	-4
39	O=C(c1sc2ccccc2c1Cl)N(Cc1cccs1)C1CCS(=O)(=O)C1 (stereo not given)	-7	1	-4	5	-0.4%	-0.1	-4%	3	-17
40	COC(=O)CCC(=O)OC1(C)C(=O)C=C2C=C(C3CC3)N(CCc3ccccn3)C=C2C1=O (stereo not given)	1	18	-4	4	0.0%	0.3	1%	7	nt
41	CC1(C)C2CC=C(/C=N/NC(=O)C(N)=O)C1C2 (stereo not given)	2	1	7	3	-0.8%	-0.4	-1%	-1	11
42	Cc1ccc(C)c(OCCC(=O)OCC(=O)NC2CCCC2)c1	-8	-12	-5	2	0.8%	-0.2	nt	0	-3
43	O=c1ccc(Br)c[nH]1	-5	5	-3	2	0.6%	1.0	-10%	-2	-6
44	COc1ccc(N2C(=O)c3ccccc3NC2c2ccc(OC)c(Cn3nnc4ccccc43)c2)cc1 (stereo not given)	4	-13	-2	4	0.3%	0.2	75%[activator]	-1	0
45	Fc1ccc(-c2csc(Nc3ccccn3)n2)c(F)c1	-1	-10	-9	7	2.4%	-0.3	-12%	0	?
46	CCCCNC(=O)CCCN1C(=O)c2cccnc2Sc2ccccc21	1	1	-3	1	0.0%	-0.9	6%	-1	-4
47	CCOC(=O)c1sc(=S)n(CC)c1N	2	6	1	0	-0.8%	0.0	-17%	3	-3

Whole records, looked up by structure. Screens in order: D1 PAM	D1 antagonist	D2 potentiator	D1 agonist	RXFP1 ag	TRHR ag	Apoferritin bind	TRHR PAM	RXFP1 antagonist
O=C(c1sc2ccccc2c1Cl)N(Cc1cccs1)C1CCS(=O)(=O)C1 (stereo not given) across the screens: -7	1	-4	5	-0.4%	-0.1	-4%	3	-17
Cc1ccc(C(=O)O)cc1NC(=S)NCCc1ccccc1 across the screens: 7	8	10	-1	0.6%	0.9	-4%	6	3
Cc1ccc(-c2cc(-c3ccc(Cl)cc3)c(C#N)c(N)n2)o1 across the screens: -4	0	1	4	-0.1%	-0.2	1%	1	-1
Fc1ccc(-c2csc(Nc3ccccn3)n2)c(F)c1 across the screens: -1	-10	-9	7	2.4%	-0.3	-12%	0	?
Cc1ccc(C)c(OCCC(=O)OCC(=O)NC2CCCC2)c1 across the screens: -8	-12	-5	2	0.8%	-0.2	nt	0	-3

Source: PubChem
